Bioassay records from PubChem BioAssay.
HePTP inh: inhibitors of human HePTP phosphatase; P35236; recombinant HePTP phosphatase activity, OD absorbance; inhibition, % at 20 µM; 110,000 compounds, 0.64% hits; AID 521; in the data active = inhibition above about 50%;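 also: plate controls were vehicle for no effect and reference inhibitor for full effect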
Target sequence (P35236 whole entry, looked up): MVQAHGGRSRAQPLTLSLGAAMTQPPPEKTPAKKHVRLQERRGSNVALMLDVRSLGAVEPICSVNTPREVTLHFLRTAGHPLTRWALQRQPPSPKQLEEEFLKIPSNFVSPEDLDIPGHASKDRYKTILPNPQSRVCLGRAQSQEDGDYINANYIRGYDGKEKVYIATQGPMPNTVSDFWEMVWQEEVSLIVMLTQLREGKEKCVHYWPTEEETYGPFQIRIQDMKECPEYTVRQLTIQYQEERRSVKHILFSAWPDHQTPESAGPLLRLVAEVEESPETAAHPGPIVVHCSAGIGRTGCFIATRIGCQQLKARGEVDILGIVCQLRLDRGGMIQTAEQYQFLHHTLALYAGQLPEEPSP
BAP1 block: human BAP1 deubiquitinase inhibition. Q92560. recombinant BAP1, Ub-AMC hydrolysis fluorescence kinetic; hits give low values. activity remaining (% of control), % at 20 µM. 72,000 compounds, 0.48% hits;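 active = activity remaining at or below 50% of control, provided the compound also passes the data quality filters; inactive = the rest, including low values that fail the filters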;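 also: 100% = DMSO wells rate and 0% = substrate alone blank rate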
Target sequence (Q92560 whole entry, looked up): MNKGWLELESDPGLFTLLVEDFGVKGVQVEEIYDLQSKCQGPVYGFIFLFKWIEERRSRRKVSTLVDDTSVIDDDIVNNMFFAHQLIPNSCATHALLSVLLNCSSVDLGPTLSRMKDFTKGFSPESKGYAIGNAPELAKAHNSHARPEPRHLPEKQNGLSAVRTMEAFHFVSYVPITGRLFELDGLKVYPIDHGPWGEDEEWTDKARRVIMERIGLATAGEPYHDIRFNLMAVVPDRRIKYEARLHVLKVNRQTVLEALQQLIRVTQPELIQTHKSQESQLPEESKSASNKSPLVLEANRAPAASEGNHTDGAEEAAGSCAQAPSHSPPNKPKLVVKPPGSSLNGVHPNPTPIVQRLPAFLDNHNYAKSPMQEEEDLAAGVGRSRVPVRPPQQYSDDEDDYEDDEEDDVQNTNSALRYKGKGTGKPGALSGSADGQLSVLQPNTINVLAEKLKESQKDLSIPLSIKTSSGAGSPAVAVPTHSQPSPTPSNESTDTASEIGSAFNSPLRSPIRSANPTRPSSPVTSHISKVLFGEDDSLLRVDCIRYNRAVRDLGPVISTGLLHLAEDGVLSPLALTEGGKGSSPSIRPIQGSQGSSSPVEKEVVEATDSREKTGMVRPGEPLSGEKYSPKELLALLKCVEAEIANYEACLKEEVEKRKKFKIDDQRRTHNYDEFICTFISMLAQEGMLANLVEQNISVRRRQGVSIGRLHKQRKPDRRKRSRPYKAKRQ
The depositor's hits bear a star; x = no result given; & = joins results of further samples.

SMILES	HePTP inh	BAP1 block
COc1ccc(CCNC[C@@H](O)c2ccc(O)cc2)cc1OC	x	101
CCc1ccc(OCc2nc(-c3ccccn3)no2)c(Br)c1	6	128
CC1=CC(C)(C)N(C(=O)c2ccccc2)c2ccccc21	5&-3	137
CCOc1ccc(C(=O)Nc2ccc(NC(=O)c3ccccc3Cl)cc2)cc1Br	12	x
O=C(CSc1ccccn1)c1ccc(F)cc1	4	100
Cc1ccc(OCC(=O)Oc2ccc(Cl)cc2C)cc1C	-6	x
CN(C)Cc1nc2ccccc2c(=O)n1Cc1nc(-c2cc3ccccc3o2)cs1	6	89
Cc1ccc(/C=C2/SC(=O)N(CNc3ccc(Br)cc3C)C2=O)cc1	6	x
O=c1nc2n(c3cc(Cl)ccc13)Cc1ccccc1-2	x	68
CC1(C)CC(n2c(=O)c3c(n4cnnc24)-c2ccccc2CC32CCCCC2)CCO1 (stereo not drawn)	-4	x
COc1ccc(CN2C(=O)c3ccccc3C2C(=O)NC2CCCC2)c(OC)c1 (stereo not drawn)	7	94
O=C(O)c1ccccc1C(=O)OCCCCOC(=O)c1ccccc1C(=O)O	3	93
COc1ccc(/C=C2\SC(=S)N(CCCC(=O)Nc3c(C)n(C)n(-c4ccccc4)c3=O)C2=O)cc1	-13	x
Cc1cccc(N2CCN(C(=O)c3cc4c(C)nc5ccccc5c4o3)CC2)c1C	4	85
c1ccc(CCn2nnnc2C(c2cccnc2)N2CCN(c3ccccc3)CC2)cc1 (stereo not drawn)	0	94
O=C(NC(=S)Nc1ccc2oc(-c3cccnc3)nc2c1)c1ccc(Cl)cc1	2	x
O=c1c2ccccc2cnn1-c1nc2ccccc2s1	0	x
CC1=CC(C)(C)N2C(=O)C3(C(C#N)=C(N)Oc4cc(C)oc(=O)c43)c3cccc1c32 (stereo not drawn)	12	135
CCS(=O)(=O)N1CCC(C(=O)NCCCN2CCCC2)CC1	2	83
COc1ccc(N2CCN(Cc3nc4c(c(=O)[nH]c(=O)n4C)n3CCCc3ccccc3)CC2)cc1	-5	105
O=C(NNC(=O)c1cc([N+](=O)[O-])ccc1Cl)c1ccc([N+](=O)[O-])cc1	6	x
O=C1C2ON(c3ccccc3)C(c3ccc(OC(F)F)cc3)C2C(=O)N1c1ccccc1C(F)(F)F (stereo not drawn)	2	x
COc1ccc(-c2cc(C(=O)Nc3ccccc3Cl)c3ccccc3n2)cc1	-2	x
COc1ccc(C(=O)N2CCN(c3c(Cl)cccc3[N+](=O)[O-])CC2)cc1	x	211
CC1=C(C(=O)Nc2ccc(Br)cc2)C(c2ccc(C)cc2)NC(=O)N1 (stereo not drawn)	-3	x
C=CCOc1ccc(-c2nc3sc4c(c3c(=O)[nH]2)CCCC4)cc1OC	-1	x
c1ccc(CCNC2=NCCCS2)cc1	6	104
O=C1/C(=C\c2cccnc2)SC(=S)N1c1cccc(C(F)(F)F)c1	-6	x
CC(=O)CCc1c(C)[nH]c2ccccc2c1=O	-6	104
COc1ccc(S(=O)(=O)N(CC(=O)Nc2ccc(C(C)=O)cc2)c2ccc(C)cc2)cc1OC	8	x
C=CCn1c(SCn2nnc3ccccc3c2=O)nc2scc(-c3cccs3)c2c1=O	6	x
CCCOc1ccc(C(=O)Nc2scc(-c3ccc(F)cc3)c2C(=O)OC)cc1	-14	x
CCN(CC)c1ccc(Nc2nc(-c3sc(C)nc3C)cs2)cc1	3	x
CC(C)(C)OC(=O)N1CCC[C@H]1c1nnc(SCc2ccccc2F)o1	8	109
Cc1ccc(C)c(NC(=O)/C=C/c2ccc(Cl)cc2)c1	-3	x
C=CCOn1c(=O)c(C)[n+]([O-])c2ccccc21	2&-4	90
C1CCN=C(Nc2nc3c(s2)CCCC3)CC1	13	92
Cn1c(=O)c2c(ncn2CC(=O)N(Cc2ccccc2)c2ccccn2)n(C)c1=O	-6	95
CC(C)(C)OC(=O)N1CCC[C@H]1c1nnc(SCc2ccc(Cl)cc2Cl)o1	-2	90
O=C(Nc1ccc(Cl)c(C(F)(F)F)c1)c1ccccc1Br	2	x
O=c1oc2cc(OCc3ccc([N+](=O)[O-])cc3)ccc2c2c1CCC2	-14	x
C/C(N)=C(/C#N)C(=O)COC(=O)c1cc(C)n(-c2ccc(F)cc2)c1C	2	96
Cc1cccc(CSc2nnc(-c3ccccn3)n2N)c1	9	x
COc1ccc(C2Nc3ccc(C(=O)c4ccccc4)cc3NC3=C2C(=O)CC(C)(C)C3)cc1 (stereo not drawn)	12	x
O=C(COc1ccc([N+](=O)[O-])cc1)Nc1cc(C(F)(F)F)cc(C(F)(F)F)c1	4	x
CCc1ccc2[nH]c(=O)c(CN(CCN(C)C)C(=O)Nc3ccccc3)cc2c1	1	72
CCC1(CC)Cc2ccccc2-c2nc(CN3CCOCC3)[nH]c(=O)c21	-5	93
CCOC(=O)c1c(NC(=O)C2CCCCC2)sc2c1CCC2	-12	x
CS(=O)(=O)N1CCC(NC(=O)Cc2ccccc2)CC1	11	94
COc1ccc(-n2c(CNC(=O)c3cccc4ccccc34)n[nH]c2=S)cc1	x	96
O=C1S/C(=C/c2ccc(-c3ccc(F)cc3)o2)C(=O)N1c1ccccc1	14	x
COC(=O)C1=C(C(=O)OC)SC2(S1)C(c1ccccc1)=CSC(C(=O)OC)=C2C(=O)OC	1	x
Cc1ccc(-c2nc(CSCC(=O)N3CCOCC3)c(C)o2)cc1	x	120
O=C1c2ccccc2C(Nc2ccc3c(c2)OCO3)N1Cc1ccco1 (stereo not drawn)	4	91
O=C(c1ccncc1)c1ccc(Br)cc1	14	61
CN=C1SC(C(=O)O)CC(=O)N1C (stereo not drawn)	-9	86
CCOC(=O)N/N=C/C=C/c1ccccc1	-16	x
Cc1ccc(N2CC(C(=O)NCC3CCCO3)CC2=O)cc1 (stereo not drawn)	0	x
CC(C)Oc1ccc(C(=O)Nc2cccc(-c3nc4ccccc4[nH]3)c2)cc1	x	100
Cc1noc(C)c1COc1ccc(C(=O)OCC(=O)NC(=O)C2COc3ccccc3O2)cc1 (stereo not drawn)	5	116

(listing goes on)
SMILES	HePTP inh	BAP1 block
COc1ccc(N2CCN(C(=O)C(CCSC)N=C3NS(=O)(=O)c4ccccc43)CC2)cc1 (stereo not drawn)	-7	99
O=C(CCN1CCN(CCO)CC1)Nc1ccc(OCc2ccccc2)cc1	-3	101
Cc1ccc(S(=O)(=O)Oc2ccc(/C=C3\SC(=S)NC3=O)cc2Br)cc1	37	x
COc1ccccc1CN1C(=O)[C@@H]2C(CC(N)=O)NC3(C(=O)Nc4c3ccc(Cl)c4C)[C@@H]2C1=O (stereo partly drawn)	4	99
Cc1ccc(C23CC4CC(CC(C(=O)N5CCCC5)(C4)C2)C3)cc1	5	x
CCc1ccccc1N(C(=O)c1cccs1)C1C=CS(=O)(=O)C1 (stereo not drawn)	2	98
COc1ccc2c(c1)CCc1c(C(=O)N3CCOCC3)noc1-2	4	105
CN(Cc1ccccc1)c1nc2c(c(=O)[nH]c(=O)n2C)n1C	x	95
Cc1ccc(C(c2nnnn2C(C)(C)C)N(Cc2ccco2)Cc2cccs2)cc1 (stereo not drawn)	6	69
O=C(O)c1cc(N2C(=O)C=CC2=O)ccc1Cl	50*	x
Cc1ccc(CNC(=O)C(=O)Nc2cc(Cl)ccc2C)cc1	3	x
COc1cc(C=C2C(=O)N(C)C(=O)N(C)C2=O)ccc1OCCOc1ccc([N+](=O)[O-])cc1	6	x
COc1ccccc1N1CCN(CCCCNC(=O)c2ccc3ccccc3c2)CC1	x	90
CCN(CC)S(=O)(=O)c1cc(C(=O)Nc2ccccn2)ccc1C	6	84
O=C1c2ccc([N+](=O)[O-])cc2C(=O)N1Cc1ccc(Cl)cc1Cl	-4	x
CCc1ccccc1NC1=C(Cl)C(=O)N(c2ccc(OC)cc2)C1=O	-14	x
Cc1cc(N2C(=O)NC(=O)/C(=C\c3ccc(N4CCOCC4)o3)C2=O)ccc1Br	0	x
COc1ccc2nc(Nc3nc(C)cc(-c4ccccc4)n3)nc(C)c2c1	11	x
CC(C)c1ccc(/C=C(\NC(=O)c2ccccc2)C(=O)NCc2ccco2)cc1	8	x
COc1ccc(CCNC(=O)c2cc(-c3cccc(OC)c3)nc3ccccc23)cc1	6	x
COc1ccccc1C(=O)Oc1cc(N)n(S(=O)(=O)c2ccc(C)cc2)n1	6	88
Cc1cc(=O)oc2ccc(OCc3ccccc3)cc12	2	x
O=S(=O)(NC(=S)c1ccccc1)c1ccc(I)cc1	-26	x
COc1ccc2oc(=O)c(C(=O)Nc3cccc(Cl)c3)cc2c1	6	x
CC1CCCC(NC(=O)c2n[nH]c(=O)c3ccccc23)C1C (stereo not drawn)	-4	99
CC1(C)CC(=O)C2=C(C1)N(CCN1CCOCC1)C1=C(C(=O)CC(C)(C)C1)C2c1ccc(Cl)cc1	9	x
O=C(/C=C/c1ccc(Cl)cc1)Nc1cccc2ccccc12	11	x
Cc1cccc(N2C(=O)NC(=O)/C(=C\c3ccc(O)c(Cl)c3)C2=O)c1	9	x
COc1ccc(C)cc1NC(=O)Cn1cnc2sc(C)c(S(=O)(=O)N3CCOCC3)c2c1=O	-11	x
CCOc1ccc(Cc2nc3ccccc3[nH]2)cc1	x	176
COc1ccc(C(=O)OCC(=O)c2ccccc2)cc1S(=O)(=O)N1CCOCC1	x	67
CCN(C(=O)COC(=O)c1cnc(C)cn1)C1CCCCC1	-1	96
CC1=C(C(=O)OCC(C)C)C(c2ccsc2)C2=C(CCCC2=O)N1 (stereo not drawn)	4	x
COC(=O)[C@H](CCSC)NC(=O)Nc1ccc(C)cc1	6	92
CCCCNC(=O)Cn1nc(C(F)(F)F)cc1C	-11	x
O=S(=O)(c1ccc2c(c1)Cc1ccccc1-2)N1CCCCC1	3	x
CCOC(=O)C1CCCN(C(=O)c2cc(Cl)ccc2Cl)C1 (stereo not drawn)	9	97
O=C1c2ccccc2NC(c2ccc(Cl)c(Cl)c2)N1Cc1ccccc1 (stereo not drawn)	12	x
O=C(NCCc1ccccc1)C1C(c2ccccc2)=C1c1ccccc1	-1	x
Clc1ccc(-c2nnn(Cc3nc4ccccc4s3)n2)cc1	8	x
NC(=S)N/N=C/c1cc2c(cc1[N+](=O)[O-])OCO2	1	x
O=c1[nH]c(=O)n(-c2ccccc2Cl)c(O)c1C=C1C=CC=N1	9	x
O=C(Nc1nc(-c2ccc(-c3ccccc3)cc2)cs1)C1CC1	-5	x
CCCCN1C(=O)/C(=C\c2ccco2)SC1=S	-7	x
CCN(CCN)c1ccc2c(=O)[nH][nH]c(=O)c2c1	-9	x
c1ccc2sc(SN3CCOCC3)nc2c1	-1	x
Cc1nn(Cc2ccccc2)c(C)c1NC(=O)CSc1nc2sc3c(c2c(=O)n1C)CCC3	2	91
CC(NC(=O)c1ccccc1)c1ccc(Cl)c(Cl)c1 (stereo not drawn)	-32	x
Cn1c(SCc2cccnc2)nnc1-c1c[nH]c2ccccc12	-1	92
CC1=C(C(=O)Nc2ccc(Br)cc2)C(c2ccc(F)cc2)NC(=S)N1 (stereo not drawn)	9	x
CC(C)c1ccc(/C=C(\NC(=O)c2ccccc2)C(=O)NC2CCS(=O)(=O)C2)cc1 (stereo not drawn)	-18	x
N#Cc1c(NC(=O)C2CC2)sc2c1CCCCC2	-17	x
CC(=O)N1CCN=C1SCc1ccccc1	4	99
CCOCCCNC(=O)CN1C(=O)C(CC)Oc2ccccc21 (stereo not drawn)	-4	107
O=C(Oc1c(Cl)cc(Cl)c2cccnc12)N1CCOCC1	10	109
CCNc1nc(C)nc2c1oc1ccccc12	4	x
Cc1cc(NC(=O)C2=C(O)c3ccccc3S(=O)(=O)N2C)no1	-7	100
O=C(/C=C/c1cc(Br)cs1)Nc1ccccc1[N+](=O)[O-]	10	x
CCNc1ccc2noc3c2c1C(=O)c1ccccc1-3	3	x
CCOC(=O)c1cn(CC)c2ccc(S(=O)(=O)N3CCC(C)CC3)cc2c1=O	5	112

Taken from above:
Under HePTP inh, O=C1S/C(=C/c2ccc(-c3ccc(F)cc3)o2)C(=O)N1c1ccccc1 has 14
Under HePTP inh, O=C(c1ccncc1)c1ccc(Br)cc1 has 14

15 consecutive compounds from above, quoted:
SMILES	HePTP inh	BAP1 block
O=C(Nc1nc(-c2ccc(-c3ccccc3)cc2)cs1)C1CC1	-5	x
CCCCN1C(=O)/C(=C\c2ccco2)SC1=S	-7	x
CCN(CCN)c1ccc2c(=O)[nH][nH]c(=O)c2c1	-9	x
c1ccc2sc(SN3CCOCC3)nc2c1	-1	x
Cc1nn(Cc2ccccc2)c(C)c1NC(=O)CSc1nc2sc3c(c2c(=O)n1C)CCC3	2	91
CC(NC(=O)c1ccccc1)c1ccc(Cl)c(Cl)c1 (stereo not drawn)	-32	x
Cn1c(SCc2cccnc2)nnc1-c1c[nH]c2ccccc12	-1	92
CC1=C(C(=O)Nc2ccc(Br)cc2)C(c2ccc(F)cc2)NC(=S)N1 (stereo not drawn)	9	x
CC(C)c1ccc(/C=C(\NC(=O)c2ccccc2)C(=O)NC2CCS(=O)(=O)C2)cc1 (stereo not drawn)	-18	x
N#Cc1c(NC(=O)C2CC2)sc2c1CCCCC2	-17	x
CC(=O)N1CCN=C1SCc1ccccc1	4	99
CCOCCCNC(=O)CN1C(=O)C(CC)Oc2ccccc21 (stereo not drawn)	-4	107
O=C(Oc1c(Cl)cc(Cl)c2cccnc12)N1CCOCC1	10	109
CCNc1nc(C)nc2c1oc1ccccc12	4	x
Cc1cc(NC(=O)C2=C(O)c3ccccc3S(=O)(=O)N2C)no1	-7	100

More entries follow:
SMILES	HePTP inh	BAP1 block
COCCNC(=O)CSc1nc2ccc(N3CCOCC3)cc2c(=O)n1CCc1ccccc1	2	101
CN1CCN(S(=O)(=O)c2ccc(SCCOc3ccccc3)nc2)CC1	0	122
Cc1ccc(CNC(=O)C(=O)NCc2cccnc2)cc1	5	x
Cc1c(NC(=O)C2CCCN2C(=O)c2cccs2)c(=O)n(-c2ccccc2)n1C (stereo not drawn)	7	110
O=C(NCc1cccnc1)C(c1ccccc1)c1ccccc1	-1	x
O=C(Nc1cc(C(=O)N2CCCC2)ccc1N1CCCC1)c1ccccc1	10	132
CCC(C)Nc1nc2c(c(=O)n(C)c(=O)n2C)n1Cc1ccc(F)cc1 (stereo not drawn)	5	73
